ABCB6 inh 2 – blocks the human ABCB6 transporter; Q9NP58; K562-ABCB6 porphyrin accumulation, flow cytometry, 1 h; hits give low values; fluorescence ratio to DMSO, % at 10 µM; 360,000 compounds, 0.19% hits; AID 602162;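 active means fluorescence ratio to DMSO below 75%, the collection mean minus 3 SD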;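 further: signal is porphyrin accumulated inside mitochondria; 100% equals median channel fluorescence of DMSO control wells; lower ratio means ABCB6 inhibition with less porphyrin fluorescence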
aDG glyco up – alpha-DG glycosylation activation; Pro5-aDG cells, alpha-DG glycosylation AlphaScreen (IIH6); 0% Pro5, 100% B10-LARGE cell signal; AID 624168; activation, % at 10 µM; 360,000 compounds, 0.22% hits;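 active means activation of at least 8% versus controls, or a plate z-score of at least 8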;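 further: Pro5 are CHO cells carrying HIG-tagged alpha-DG that lacks glycosylation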
N-glyco inh – blocks N-linked glycosylation in D54 reporter cells. 360,000 compounds, 0.23% hits. AID 588692. reporter increase, % at 12.5 µM. D54 ERlucT glycosylation luciferase reporter, 24 h; percent of 100 nM tunicamycin response;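 active means mean luciferase reporter signal, scaled so untreated is 0 and the glycosylation-blocking control 100, at or above a set limit in every replicate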;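 further: luciferase carries N-glycosylation sites so blocking glycosylation raises the light; 0% = median of neutral control wells and 100% = median of 100 nM tunicamycin wells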
MC4R antag cAMP – human MC4R antagonism in cAMP assay | 360,000 compounds, 0.48% hits | inhibition, % at 6.5 µM | MC4R-expressing cells, MTII-stimulated cAMP, LANCE TR-FRET;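 active means inhibition above its plate's cutoff, the mean of tested wells on that plate plus 3 SD, cut at about 29% in these data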;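 further: 0% = Melanotan II alone and 100% = Melanotan II plus saturating MCL0020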
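Assay system: U2OS-MC4R stable cell line; Also added: Melanotan II; Technique: Eu-cAMP/anti-cAMP TR-FRET, emission 671 nm; Times: 30-min compound, 1-h challenge, 1-h detection, room temperature.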
ABHD5-PLIN5 inh – inhibitors of human ABHD5-perilipin-5 interaction | Q00G26+Q8WTS1 | Split G. princeps luciferase complementation, luminescence, 4 h | inhibition, % at 4 µM | 360,000 compounds, 0.78% hits;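 active means inhibition above the mean inhibition across every tested compound plus 3 SD, cut at about 22% in these data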;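 further: 0% = DMSO only wells and the 100% control is not disclosed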
Target sequence (Q00G26 whole entry, looked up): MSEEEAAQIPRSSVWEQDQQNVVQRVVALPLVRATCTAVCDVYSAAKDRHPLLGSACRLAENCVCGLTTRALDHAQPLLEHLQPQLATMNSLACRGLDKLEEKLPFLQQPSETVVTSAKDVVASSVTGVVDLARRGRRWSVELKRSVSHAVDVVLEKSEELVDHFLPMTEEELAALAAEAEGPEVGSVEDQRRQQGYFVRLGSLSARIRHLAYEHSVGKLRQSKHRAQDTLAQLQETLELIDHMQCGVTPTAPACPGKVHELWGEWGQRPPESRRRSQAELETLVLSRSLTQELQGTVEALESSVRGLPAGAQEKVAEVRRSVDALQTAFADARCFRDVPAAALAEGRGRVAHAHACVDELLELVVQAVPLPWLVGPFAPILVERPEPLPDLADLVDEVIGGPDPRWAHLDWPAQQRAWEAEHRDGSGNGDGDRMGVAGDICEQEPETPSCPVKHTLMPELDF
Target sequence (Q8WTS1 whole entry, looked up): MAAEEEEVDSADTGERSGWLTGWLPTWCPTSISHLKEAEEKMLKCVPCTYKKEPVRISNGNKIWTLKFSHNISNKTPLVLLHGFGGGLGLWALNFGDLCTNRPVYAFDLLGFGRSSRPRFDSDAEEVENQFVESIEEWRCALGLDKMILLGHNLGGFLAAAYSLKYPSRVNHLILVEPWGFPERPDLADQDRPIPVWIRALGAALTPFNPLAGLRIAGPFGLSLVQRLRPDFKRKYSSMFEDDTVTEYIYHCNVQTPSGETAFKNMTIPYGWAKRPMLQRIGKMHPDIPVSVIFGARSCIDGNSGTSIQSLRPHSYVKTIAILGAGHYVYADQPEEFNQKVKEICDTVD
MC4R barr agon – agonists of human melanocortin 4 receptor (MC4R) beta-arrestin | U2OS MC4R beta-arrestin complementation, luminescence; percent of melanotan II response, DMSO zero | activation, % at 8.9 µM | 360,000 compounds, 0.98% hits;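 active means activation above a per-plate cutoff, the mean activation of sample wells on that plate plus 3 SD, cut at about 8% in these data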
NOD2 RIPK2 PPI – NOD2-RIPK2 protein interaction inhibition | O43353 | CHO BLA complementation NOD2-RIPK2, CCF4 ratio | inhibition, % at 4.98 µM | 360,000 compounds, 0.38% hits; in the data active means inhibition above about 21%;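 further: 0% = vehicle only and 100% = reference blocker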
TLR9-MyD88 block – inhibitors of human TLR9-MyD88 binding | Q9NR96+Q99836 | CHO BLA complementation TLR9-MyD88, CCF4 FRET ratio | inhibition, % at 4.98 µM | 340,000 compounds, 0.21% hits;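 active means inhibition above the mean over all tested compounds plus 3 SD, cut at about 21% in these data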;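 further: 0% = DMSO only wells and 100% = clavulanate BLA inhibitor control wells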
Vif inh – inhibitors of HIV Vif. HEK293T cells, Vif self-association by quenched fluorescence, imaging, 24 h. inhibition, % at 7.49 µM. 340,000 compounds, 0.35% hits; in the data active means inhibition above about 50%, passing the limit was not always enough; further: some results filed as inactive read as strong as hits
Granule exo inh – lytic granule exocytosis inhibition. TALL-104 LAMP-1 surface exposure, flow cytometry; cells stimulated with thapsigargin and PMA. inhibition, % at 10 µM. 360,000 compounds, 0.66% hits;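 active means inhibition above about 55%, limit read from the data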
An asterisk follows results filed as active; . = not tested or not shown.

SMILES	ABCB6 inh 2	aDG glyco up	N-glyco inh	MC4R antag cAMP	ABHD5-PLIN5 inh	MC4R barr agon	NOD2 RIPK2 PPI	TLR9-MyD88 block	Vif inh	Granule exo inh
Cc1cc(C)n(CC(=O)Nc2ccc(N3CCOCC3)c(Cl)c2)c(=O)c1C#N	93.0	-0.1	-0.3	0.4	6.1	-2.2	2.5	2.0	8.3	15.1
CCCCN(C(=O)c1ccccc1Br)C1CCS(=O)(=O)C1 (stereo not given)	100.0	0.1	1.3	5.0	11.1	-3.9	-4.8	1.5	.	-1.7
COc1cccc(-n2ccnc2SCC(=O)Nc2ccccc2)c1	93.0	-0.1	-1.3	14.8	0.3	1.2	11.3	0.1	11.9	-2.0
COC(/C=C/Nc1ccc(Br)cc1)=C(C#N)C#N	95.0	0.2	1.3	-3.5	-1.0	-1.3	-3.2	-4.0	12.6	3.3
COc1cc(C2OC(c3cc(OC)c(OC)c(OC)c3)C(C)C2C)cc(OC)c1OC (stereo not given)	106.0	0.2	-5.2	16.8	-0.6	-2.3	-0.1	5.0	7.8	10.2
Cc1ccccc1NC(=O)Cc1nc(COC(=O)c2ccc(C(F)(F)F)cc2)cs1	106.0	-0.1	0.8	-1.1	-2.0	3.5	-10.5	-8.9	1.3	0.4
O=C(NCc1ccc(Cl)cc1)c1cccc(S(=O)(=O)N2CCCC2)c1	101.0	-0.2	-2.8	10.6	-6.1	-0.6	-2.0	1.7	0.5	-3.6
O=c1c2ccccc2c(-c2ccccc2)nn1Cc1ccc(Cl)cc1	114.0	0.1	-0.7	10.7	3.3	0.1	-0.4	-7.7	10.5	-0.7
CC1(C)CC(Cc2ccccc2C(F)(F)F)N(C(=O)OC(C)(C)C)C1 (stereo not given)	.	0.0	.	.	-10.8	.	10.6	.	.	-0.3
O=c1c2ccccc2oc2nc3n(c(=O)c12)CCCS3	101.0	0.4	3.5	7.4	-0.3	-1.2	-7.7	-15.4	-1.5	-3.2
CC(Sc1nc2ccccc2[nH]1)C(=O)Nc1ccc2c(c1)OCCO2 (stereo not given)	95.0	0.1	-0.4	8.4	0.8	0.3	3.2	8.7	-9.2	-1.4
Cc1ccc(CC(=O)Nc2ccc(F)c([N+](=O)[O-])c2)cc1C	96.0	0.1	-0.2	10.2	-0.8	-2.7	5.5	-2.8	1.1	-7.9
COC(=O)c1c[nH]n2c(=O)c(Cl)c(C)nc12	102.0	0.0	-1.3	-4.7	-3.5	-0.4	2.9	-5.0	4.6	-5.0
Cc1ccc(Sc2c(C)[nH]n(C(C)(C)C)c2=O)cc1	89.0	0.3	-2.9	1.4	-6.5	-2.3	-7.6	8.4	-0.1	2.2
N#Cc1c(-c2ccc(Br)cc2)cc(-c2cccnc2)nc1N	97.0	4.0	-2.4	7.1	5.1	-0.8	-6.3	14.9	-2.3	-1.8
O=C(c1ccc(Cn2cc(Br)cn2)o1)N1N=C(C(F)F)CC1(O)C(F)F (stereo not given)	99.0	0.3	4.9	-2.7	3.3	-2.9	-1.4	9.1	-2.2	2.4
O=C(O)CC/C(=N\Nc1ccc(Cl)cc1)c1cccs1	105.0	-0.1	-1.3	-1.6	-2.7	-1.3	6.4	9.8	0.5	-14.9
COc1ccc(-n2ccc(-c3nn(-c4cccc(C(F)(F)F)c4)ccc3=O)n2)cc1	107.0	0.3	-3.7	0.5	-2.1	0.2	7.5	-3.4	.	31.1
Cc1ccc(NC(=O)CN(C)C(=O)CNC(=O)c2cccs2)cc1	100.0	-0.3	1.3	8.6	5.5	-1.9	2.7	-1.5	-3.5	8.9
Cc1cccc(NC(=O)Nc2ccc(C)c(C)c2)n1	91.0	0.0	0.5	4.9	1.8	1.3	-3.6	-0.2	-6.6	5.6
CCOc1cc(CN2CCCCCC2)ccc1OC	101.0	0.1	1.2	-2.3	3.4	-0.3	-3.8	1.1	-2.6	-3.7
CNc1ccc2c3c(cccc13)C(=O)N(C)C2=O	114.0	0.2	6.1	-12.3	-11.1	0.4	13.2	9.9	12.4	14.7
Cc1ccc(F)cc1C(=O)N1CCCC1(C)C(=O)NCC(C)C (stereo not given)	98.0	0.4	0.9	13.3	-0.3	-0.7	3.7	.	.	-2.0
O=C(Cc1ccc(S(=O)(=O)N2CCOCC2)s1)NCCOc1ccccc1	98.0	-0.3	-1.8	-1.1	7.4	0.3	-1.9	-0.5	7.5	-0.3
CNS(=O)(=O)c1ccc(NC(=O)c2cc(-c3ccncc3)nc3ccc(Cl)cc23)cc1	98.0	-0.2	3.8	11.7	-2.7	-1.2	4.1	-13.4	-2.6	-4.0
O=C(Nc1nnc(S(=O)(=O)N2CCCC2)s1)c1cccc([N+](=O)[O-])c1	108.0	-0.8	0.8	-0.7	-7.4	-2.5	-6.8	-6.0	13.3	7.8
O=C(Nc1ccccc1)c1csc(-c2ccccc2)n1	96.0	0.1	3.1	-2.9	0.3	-0.4	-10.7	2.1	-0.9	-3.5
Cc1cccc(OCC(=O)NCC(=O)N/N=C/c2cccnc2)c1	100.0	0.0	1.6	2.9	1.9	-0.5	6.8	-5.0	0.9	-9.0
O=C(NC(=S)Nc1cccnc1)c1ccccc1	102.0	0.2	0.7	7.6	11.8	1.7	1.7	-13.7	-3.8	-1.1
CCOc1ccc2c(C)nc(NC3=NC(C)(C)C=C(C)N3)nc2c1	90.0	0.5	-0.6	3.6	5.4	-1.7	6.0	2.0	20.6	0.6
CC(=O)c1cccc(NCC(=O)Nc2cccc(S(=O)(=O)N3CCCCC3)c2)c1	101.0	0.2	-0.5	-1.2	0.2	-3.1	-4.3	-4.5	2.4	0.9
C[C@]12c3[nH]c4ccccc4c3CCN1C(=O)C(CC(=O)NCCC1=CCCCC1)C[C@@H]2C(=O)N1CCCCC1 (stereo not given in full)	98.0	0.0	0.3	-3.2	-3.1	-0.7	-13.1	0.1	-7.7	-0.3
Cc1ccc(-n2cccc2/C=C2\C(=N)N3N=C(C(C)C)SC3=NC2=O)cc1	100.0	-0.2	-1.9	72.8*	0.1	-1.6	-11.2	8.4	-11.8	-0.9
CN(C)CCNC(=S)Nc1ccc(Cl)cc1	99.0	-0.2	-0.2	0.2	-3.8	-1.3	-1.8	-6.4	12.6	4.9
CC(C)Cn1c(CN2CCN(c3ccccc3F)CC2)nc2c1c(=O)[nH]c(=O)n2C	98.0	0.0	0.3	28.6*	0.7	0.7	-12.8	-3.3	5.3	-1.9
COc1ccc2c(Cl)c(C(=O)N/N=C/c3c(C)[nH]c4ccccc34)sc2c1	102.0	-0.1	6.0	-11.7	9.9	-1.0	1.7	-7.8	6.7	-1.2
Cc1ccn2c(-c3csc(NCc4ccco4)n3)c(C)nc2c1	95.0	2.4	-3.1	4.0	-19.5	-0.3	-3.0	-2.1	-3.5	0.7
O=C(Nc1ccccc1C(=O)NC(Cc1ccccc1)C(=O)O)c1ccco1 (stereo not given)	96.0	0.0	0.7	14.6	3.3	-0.8	3.9	4.1	-2.3	-3.2
COC(=O)c1cc(C(=O)OCC(=O)NC(=O)NCc2ccccc2)cc([N+](=O)[O-])c1	94.0	-0.1	-1.8	-3.5	1.4	0.3	-1.9	5.0	-2.8	1.7
COCc1c(C)cc(C)c(/C=N/O)c1C	95.0	0.2	3.1	-2.7	1.1	2.9	1.1	-9.7	-8.3	4.3
O=C(Nc1ccc([N+](=O)[O-])cc1)C1CC12CCC2 (stereo not given)	111.0	-0.1	-2.7	-5.8	-1.1	-2.0	-4.8	5.3	-3.2	0.8
CCOC(=O)c1c(C)c(C(=O)NC2CCCCC2)c(C)n1CC	103.0	-0.1	-0.7	2.2	1.3	-2.2	2.2	-9.9	-7.9	0.1
COc1cc2c(C(F)(F)F)c(-c3ccsc3)oc(=O)c2cc1OC	102.0	-0.1	-1.3	-6.2	-2.1	2.6	-6.3	-19.3	1.3	-2.4
Cc1nc(NC(=O)c2ccc(F)cc2)nc2cc3c(cc12)OCO3	103.0	-0.3	0.9	25.4	0.3	-0.9	0.7	-6.4	.	-3.5
O=C(Nn1cnnc1)c1ccc(F)cc1	95.0	0.0	-0.6	3.3	3.9	-1.4	3.8	8.1	-0.9	-0.1
CN(CC(=O)Nc1ccc(F)cc1)C(=O)C1CCN(S(=O)(=O)c2ccc3c(c2)OCCO3)CC1	100.0	0.2	0.8	8.2	-9.8	-2.6	-5.6	-16.0	-6.1	-5.3
O=C(CSc1nc2nc[nH]c2c(=O)[nH]1)NC1CCCCC1	100.0	0.2	2.7	-0.9	-0.1	0.0	-10.2	0.4	2.4	4.8
CC(C)Nc1nc2c(c(=O)n(C)c(=O)n2C)n1C	92.0	0.0	0.2	1.2	7.1	1.2	2.5	-14.8	-12.6	-2.1
O=C(Oc1ccc2ccc(=O)oc2c1)c1ccccc1	97.0	0.1	0.3	11.2	-2.9	-0.9	-8.2	-10.2	-3.7	9.0
COc1cccc(NC(=O)c2nn(C)c(C(=O)Nc3cccc(OC)c3)c2[N+](=O)[O-])c1	104.0	0.0	0.0	-1.1	-7.4	-4.5	6.8	-3.9	2.5	-11.2

Of the compounds above, these have two or more sulfur atoms:
SMILES	ABCB6 inh 2	aDG glyco up	N-glyco inh	MC4R antag cAMP	ABHD5-PLIN5 inh	MC4R barr agon	NOD2 RIPK2 PPI	TLR9-MyD88 block	Vif inh	Granule exo inh
O=C(Cc1ccc(S(=O)(=O)N2CCOCC2)s1)NCCOc1ccccc1	98.0	-0.3	-1.8	-1.1	7.4	0.3	-1.9	-0.5	7.5	-0.3
O=C(Nc1nnc(S(=O)(=O)N2CCCC2)s1)c1cccc([N+](=O)[O-])c1	108.0	-0.8	0.8	-0.7	-7.4	-2.5	-6.8	-6.0	13.3	7.8

(cont.)
SMILES	ABCB6 inh 2	aDG glyco up	N-glyco inh	MC4R antag cAMP	ABHD5-PLIN5 inh	MC4R barr agon	NOD2 RIPK2 PPI	TLR9-MyD88 block	Vif inh	Granule exo inh
CCOc1ccccc1NC(=O)C1CCN(S(=O)(=O)c2c(C)nn(C)c2C)CC1	83.0	0.0	-0.9	0.4	3.3	-1.0	-4.4	1.3	2.7	-3.9
CCCCCC(=O)Nc1ccc2oc(-c3cccnc3)nc2c1	98.0	-0.2	0.7	3.6	-1.8	-2.6	6.8	1.6	-3.2	0.9
CCOCCCNCC(=O)NC1(C)C2CCC(C2)C1(C)C (stereo not given)	152.0	0.1	0.7	0.1	1.5	0.0	5.2	-6.0	9.0	-1.1
CCN(CC)S(=O)(=O)c1ccc(NC(=O)c2cccc3c2C(=O)N(CCOC)C3)cc1	98.0	-0.3	-2.6	-1.9	-4.5	-2.5	-5.4	-8.0	0.0	-0.5
O=C1[C@@H]2Cc3ccccc3CN2C(=O)N1c1cccc(F)c1	96.0	0.1	-0.5	5.5	-1.8	-1.3	-7.7	0.2	9.9	-7.7
Cc1ccc(N(C)C(=O)CCS(=O)(=O)c2cc3c(cc2Cl)NC(=O)CO3)cc1	98.0	-0.5	0.0	-2.3	-4.1	1.2	0.8	-5.5	.	-1.0
CCOc1ccc(-c2nc(CSCC(=O)N3CCN(c4cccc(OC)c4)CC3)c(C)o2)cc1	92.0	0.9	-5.7	8.1	3.3	0.8	-5.1	-2.2	-15.0	1.4
Cc1csc(CNc2ncnc3ccc(-c4ccccc4Cl)cc23)c1	95.0	2.2	-0.8	2.8	-7.5	-1.4	-9.5	1.4	-8.6	-8.3

Not all compounds are listed (hit frequency here may not be typical).
